Screens (PubChem)
PREPL inhibitor: inhibitors of human prolyl oligopeptidase-like enzyme PREPL | recombinant PREPL, fluorescence polarization activity-based probe | inhibition, % at 5.96 µM | 320,000 compounds, 0.68% hits | AID 2751; in the data active means inhibition above about 43%;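 further: 0% = enzyme with DMSO and 100% = wells lacking enzyme; many of its hits are not listed in these tables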
Target sequence (Q4J6C6 whole entry, looked up): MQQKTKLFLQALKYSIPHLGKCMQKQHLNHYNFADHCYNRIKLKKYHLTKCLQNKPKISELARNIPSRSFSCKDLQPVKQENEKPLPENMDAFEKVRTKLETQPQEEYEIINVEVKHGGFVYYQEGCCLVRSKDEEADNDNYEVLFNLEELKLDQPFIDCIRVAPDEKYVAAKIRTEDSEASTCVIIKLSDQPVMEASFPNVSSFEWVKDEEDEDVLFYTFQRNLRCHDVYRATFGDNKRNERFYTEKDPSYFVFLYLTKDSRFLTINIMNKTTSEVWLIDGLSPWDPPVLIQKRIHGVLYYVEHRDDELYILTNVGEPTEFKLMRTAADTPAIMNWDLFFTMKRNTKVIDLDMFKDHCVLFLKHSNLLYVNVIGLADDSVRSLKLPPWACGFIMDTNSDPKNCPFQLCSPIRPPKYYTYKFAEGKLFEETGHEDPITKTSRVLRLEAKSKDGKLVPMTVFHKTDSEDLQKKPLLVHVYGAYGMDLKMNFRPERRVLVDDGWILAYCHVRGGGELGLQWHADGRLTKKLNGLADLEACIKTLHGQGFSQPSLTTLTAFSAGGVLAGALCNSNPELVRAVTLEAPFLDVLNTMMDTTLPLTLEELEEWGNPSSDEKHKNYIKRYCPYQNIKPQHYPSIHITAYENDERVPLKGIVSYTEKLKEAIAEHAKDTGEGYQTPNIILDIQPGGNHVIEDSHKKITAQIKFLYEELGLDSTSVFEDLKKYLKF
PAFAH2 FP inh: PAFAH2 (human) inhibition; Q99487; recombinant PAFAH2, FP-rhodamine activity probe, fluorescence polarization; inhibition, % at 3.39 µM; 340,000 compounds, 0.99% hits;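 active means inhibition above the mean over all tested compounds plus 3 SD, cut at about 30% in these data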;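 further: inhibitors block probe labeling of enzyme so polarization drops; 0% = enzyme with DMSO and 100% = wells lacking PAFAH2 protein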
PAD4 FP inh: blocks human protein arginine deiminase 4 | Q9UM07 | recombinant PAD4, RCA probe fluorescence polarization | inhibition, % at 6.36 µM | 330,000 compounds, 0.41% hits | AID 485272;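 active means percent inhibition above a cutoff equal to the mean of all tested compounds plus 3 SD, cut at about 15% in these data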;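 further: 0% = PAD4 with RCA probe and DMSO and 100% = probe without PAD4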
EBNA-1 inhibitor: blocks EBNA-1 binding to DNA | EBNA-1 DNA binding, fluorescence polarization | inhibition, % at 14.8 µM | 300,000 compounds, 0.34% hits; in the data active means inhibition above about 28%
LYPLA1 counter: blocks human lysophospholipase 1, a PME1 counter-screen | recombinant LYPLA1, FP-Rh probe fluorescence polarization | AID 2174 | inhibition, % at 5.9 µM | 320,000 compounds, 0.16% hits | O75608;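 active means inhibition above the mean of all tested compounds plus 3 SD, set per campaign, cut at about 14% in these data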;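 further: inhibitors block serine hydrolase probe labeling of LYPLA1 so polarization falls; 0% = enzyme with DMSO and 100% = wells lacking LYPLA1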
ZTA DNA inh: blocks Epstein-Barr virus ZTA, an EBNA-1 counter-screen; P03206; inhibition, % at 11 µM; 320,000 compounds, 0.15% hits; ZTA-DNA binding, fluorescence polarization; in the data active means inhibition above about 33%
PAFAH1B3 FP inh: inhibitors of human PAFAH1B3 | inhibition, % at 3.39 µM | recombinant PAFAH1B3, FP-rhodamine probe, fluorescence polarization | 340,000 compounds, 0.28% hits | AID 492972;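 active means inhibition above the screen-wide average of all tested compounds plus 3 SD, cut at about 25% in these data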;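 further: 0% = enzyme with DMSO only and 100% = wells lacking PAFAH1B3 protein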
Target sequence (Q15102 whole entry, looked up): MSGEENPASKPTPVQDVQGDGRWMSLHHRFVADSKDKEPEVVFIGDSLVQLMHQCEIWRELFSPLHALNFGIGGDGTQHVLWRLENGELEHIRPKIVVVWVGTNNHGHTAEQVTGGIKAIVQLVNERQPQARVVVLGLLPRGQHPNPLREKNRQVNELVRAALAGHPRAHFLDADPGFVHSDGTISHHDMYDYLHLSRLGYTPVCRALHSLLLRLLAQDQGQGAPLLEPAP
GSTO1 inh: GSTO1 inhibition, counter-screen for RBBP9 inhibitors. P78417. recombinant GSTO1, activity-based probe fluorescence polarization. inhibition, % at 5.96 µM. 300,000 compounds, 1.1% hits. AID 1974;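 active means inhibition above the campaign mean inhibition plus 3 SD, cut at about 35% in these data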;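 further: 0% = GSTO1-1 with DMSO and 100% = wells lacking GSTO1-1 enzyme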
LYPLA2 inh: blocks human lysophospholipase 2, a PME1 counter-screen | inhibition, % at 5.9 µM | recombinant LYPLA2, FP-Rh probe fluorescence polarization | 320,000 compounds, 0.38% hits | O95372 | AID 2177;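 active means inhibition above the screen-wide mean plus 3 SD, limit set per campaign, cut at about 26% in these data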;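 further: 0% = LYPLA2 with DMSO and 100% = wells lacking LYPLA2 enzyme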
Numbers without * were called inactive; · = not tested or not shown. A portion of the library; the hit share may differ from the screen's.

SMILES	PREPL inhibitor	PAFAH2 FP inh	PAD4 FP inh	EBNA-1 inhibitor	LYPLA1 counter	ZTA DNA inh	PAFAH1B3 FP inh	GSTO1 inh	LYPLA2 inh
Cc1cc(NCCN2CCOCC2)n2nc(C)c(-c3ccccc3)c2n1	11	-8	-2	10	-3	16	3	-2	-2
CCN(CC(=O)Nc1ccc(NC(C)=O)cc1)C(=O)CSc1ncnc2sc(C)c(C)c12	16	0	1	0	1	9	0	11	3
O=C(CCC1CCCN(C(=O)CCCc2ccccc2)C1)N1CCN(c2ccccn2)CC1 (stereo not drawn)	28	-2	-4	-8	-1	7	4	5	2
COc1ccc(OC)c2[nH]c(=O)c(CCNS(=O)(=O)c3ccccc3)cc12	12	5	-2	-2	3	-13	-8	-1	5
COCC(COCCCNC(=O)Nc1ccc(Br)cc1)OC (stereo not drawn)	2	-4	0	-8	-5	11	5	3	-3
CCOc1ccc(CN2CCN(C/C=C/c3ccc(OC)cc3)CC2CCO)cc1 (stereo not drawn)	18	2	5	-8	4	-18	5	3	6
Cc1ccc(N2C(=O)CC(n3nc(C)cc3C)C2=O)cc1 (stereo not drawn)	8	1	-1	4	1	3	2	9	2
Cc1ccc(C2C=C(c3ccccc3OC(F)F)Nc3ncnn32)cc1 (stereo not drawn)	1	11	-8	-3	-6	6	-3	-1	-2
Cc1ccccc1C(=O)N1CCN=C1SCc1ccc([N+](=O)[O-])cc1	1	4	-5	9	-4	-2	9	7	10
CCC(C)NC(=O)COc1ccc(OCc2ccccc2)cc1 (stereo not drawn)	5	8	1	3	3	-2	4	2	5
CCC(=O)c1ccc(OC(=O)/C=C/c2cc(OC)c(OC)c(OC)c2)cc1	39	6	0	7	1	7	8	3	2
CC(=O)Cn1ncc(N2CCCCC2)c(Cl)c1=O	-4	-8	0	-1	1	4	6	-2	1
COCc1c(C(=O)NCc2ccccc2CN2CCCC2)oc2ccccc12	7	-1	-2	·	-1	-24	7	·	4
O=C(Nc1cccc(C(F)(F)F)c1)n1cc(-c2ccccn2)c(N2CCOCC2)n1	9	3	-4	6	-3	-11	-2	1	0
CC[C@@H](C(=O)n1nc(C)cc1C)[C@H](NS(=O)(=O)c1ccc(C)cc1)c1ccccc1	11	-9	-2	-4	-3	4	-2	5	0
CC(C)N(CCNC(=O)C1CCN(S(=O)(=O)N2CCOCC2)CC1)Cc1ccccc1	-5	4	2	5	4	6	3	0	19
O=C(COc1ccccc1)NCC(=O)N/N=C/C=C/c1ccccc1	-13	11	-2	16	0	4	1	2	4
CCC(C)(C)C(=O)Nc1ccc(OC)cc1[N+](=O)[O-]	13	3	-2	-11	-1	2	5	5	-2
NS(=O)(=O)c1ccc(CCNC(=O)c2ccc(=O)[nH]c2)cc1	9	6	-1	-11	0	-33	-1	-10	-9
O=C(Nc1ccon1)c1ccccc1Cl	-3	-5	7	-14	2	1	-2	1	-4
CCn1c(C)c(C(C)=O)c(N2CCN(c3cccc(Cl)c3)CC2)nc1=S	18	3	1	-6	4	-10	5	4	-5
CCCS(=O)(=O)N1CCCC(c2nc(-c3ccc(OC)cc3)no2)C1 (stereo not drawn)	-10	-7	5	-17	2	-2	3	5	1
Fc1cccc(CN2CCC(Cc3ccccc3)CC2)c1	0	-6	3	13	2	0	4	3	-1
c1csc(CSc2nnc3sc4ccccc4n23)c1	-12	8	0	7	1	10	8	6	-1
NC(=O)c1cccc2c1C(=O)N(C1CCCCC1)C2	19	6	3	-11	0	-2	-3	2	7
Additional records:
SMILES	PREPL inhibitor	PAFAH2 FP inh	PAD4 FP inh	EBNA-1 inhibitor	LYPLA1 counter	ZTA DNA inh	PAFAH1B3 FP inh	GSTO1 inh	LYPLA2 inh
O=C(O/N=C/c1ccc2c(c1)OCO2)c1ccc([N+](=O)[O-])cc1	9	5	-4	-8	0	-3	4	1	0
Cc1cccc(OCCC(=O)Nc2ccc(C)c(S(=O)(=O)N3CCCCC3)c2)c1	-1	-25	2	4	-23	17	0	-12	-30
Cc1cc(C)n2nc(SCC(=O)N/N=C/c3cccc(Br)c3)nc2n1	42	2	2	9	1	-7	5	3	3
CC(=O)C1=C(O)C(=O)N(c2ccc(O)cc2)C1c1ccc([N+](=O)[O-])cc1 (stereo not drawn)	7	-1	1	-3	-2	7	6	-6	-3
Cc1nc2ccc(NC(=O)[C@@H](NC(=O)c3c(F)cccc3F)C(C)C)cc2s1	17	-1	-16	·	-2	-4	-1	·	3
Cc1cccc(-n2c(O)c(C=NCCCN3CCOCC3)c3ccccc3c2=O)c1	-3	2	4	5	-1	-6	6	6	6
COc1ccc(C2=NN(C(=O)CCC(=O)O)C(c3cccs3)C2)cc1OC (stereo not drawn)	-4	1	-9	1	2	1	6	-2	1
CC(=O)c1ccc(NC(=O)C(C)n2nc(-c3ccccc3)c3cc(Cl)ccc32)cc1 (stereo not drawn)	-2	-8	3	-3	-31	3	-5	-9	-20
O=C(NC(=S)N1CCCc2ccccc21)c1ccc(Br)cc1	11	-1	3	4	4	-13	-3	-4	6
Cc1ccc(-c2nnc(N3CCCCC3)c3ccccc23)cc1S(=O)(=O)N1CCN(C)CC1	20	0	-2	4	-2	-6	-1	-3	-1
C=CCOC(=O)C(=O)/C=C/c1ccc2c(c1)Cc1ccccc1-2	-2	-5	-4	3	-6	-1	0	-12	-7
C=CCS(=O)(=O)N1CCC(CCOc2ccccc2)(C(=O)OCC)CC1	10	2	-1	-4	3	3	4	4	4
O=C(CSCC(=O)NC1CCCC1)Nc1ccccc1	-1	1	4	-10	0	-6	3	7	3
O=C(NC(C(=O)O)c1ccccc1)c1ccccc1 (stereo not drawn)	21	0	2	0	-1	-9	-5	-3	3
COc1ccc(NC(=O)c2cc(NC(=O)C3CCCCC3C(=O)O)ccc2N2CCOCC2)cc1 (stereo not drawn)	0	2	-8	-8	0	5	-2	-52	4
Cc1ccc(S(=O)(=O)N(CC(=O)Nc2cccc(N(C)S(C)(=O)=O)c2)c2ccc(Cl)c(Cl)c2)cc1	-11	-15	1	1	-29	-2	-12	-13	-58
C=CCn1c(SCC(=O)Nc2ccccc2OC)nnc1-c1ccccn1	-3	-2	-4	-10	-2	3	0	4	-4
CCCC(=O)Nc1nc2ccc(NC(=O)c3cccnc3)cc2s1	10	-3	-3	2	0	-5	1	0	3
COc1cc(NC(=O)C2=C(N3CCOCC3)/C(=C/c3ccc(Cl)cc3)CC2)cc(OC)c1OC	25	3	-5	-4	4	-2	5	-4	3
COc1ccc(-c2nc(C(=O)NCCCN3CCOCC3)cc3c2[nH]c2ccccc23)cc1OC	17	-1	59*	-1	-10	-1	3	-16	-9
CCN(CC)CCOC(=O)C1(c2ccccc2)CCOCC1	3	-6	1	4	1	19	2	5	-3
Cn1ncc(Br)c1C(=O)NC12CC3CC(CC(C3)C1)C2	-9	10	-4	6	0	2	0	5	1
CCOC(=O)[C@H]1[C@H]2COc3ccc(OC)cc3[C@@H]2N2C(=O)c3ccc(C)cc3NC(=O)[C@@]12C	6	11	-4	-2	0	-16	7	3	-1
NS(=O)(=O)c1ccc(CCNC(=O)c2ccc(Cl)cc2[N+](=O)[O-])cc1	12	-7	-8	4	0	-9	4	4	6
CCNC(=S)N(CCc1c(C)[nH]c2ccc(C)cc12)Cc1ccco1	25	-3	0	1	-1	-10	2	4	-6

Reprinted from the part before: 3 entries, then new ones.
SMILES	PREPL inhibitor	PAFAH2 FP inh	PAD4 FP inh	EBNA-1 inhibitor	LYPLA1 counter	ZTA DNA inh	PAFAH1B3 FP inh	GSTO1 inh	LYPLA2 inh
CCOC(=O)[C@H]1[C@H]2COc3ccc(OC)cc3[C@@H]2N2C(=O)c3ccc(C)cc3NC(=O)[C@@]12C	6	11	-4	-2	0	-16	7	3	-1
NS(=O)(=O)c1ccc(CCNC(=O)c2ccc(Cl)cc2[N+](=O)[O-])cc1	12	-7	-8	4	0	-9	4	4	6
CCNC(=S)N(CCc1c(C)[nH]c2ccc(C)cc12)Cc1ccco1	25	-3	0	1	-1	-10	2	4	-6
O=C(CSc1nnc(CNC(=O)c2cccs2)o1)Nc1cccc(C(F)(F)F)c1	-22	4	-2	-3	-6	0	4	4	-15
FC(F)(F)c1ccc(CSc2ccccn2)cc1	4	-2	0	-6	0	7	7	-6	-1
O=C(OCC(=O)N1CCN(C(=O)c2ccco2)CC1)c1cc(S(=O)(=O)Nc2ccc(Cl)cc2)ccc1O	-5	13	3	4	1	10	4	17	1
CCN(C(=O)CSc1nnc(-c2ccccc2Cl)n1C1CCCC1)C1CCS(=O)(=O)C1 (stereo not drawn)	8	13	4	5	3	-17	2	-1	9
O=C(CSc1nc(Nc2ccccc2)nc(N2CCOCC2)n1)Nc1ccc2c(c1)OCCO2	11	4	-7	-1	-5	-8	12	-2	-4
CCCC(=O)Oc1ccc2c(C)cc(=O)oc2c1	2	6	2	3	3	-4	5	1	7
COc1ccc2cc1Oc1ccc(cc1)C[C@H]1c3cc(c(OC)cc3CCN1C)Oc1c(OC)c(OC)cc3c1[C@@H](C2)N(C)CC3	52*	1	-2	·	-2	11	-2	·	-4
Cn1cnc(S(=O)(=O)N2CCN(c3ccc(Cl)cc3)CC2)c1	-1	2	1	-9	-3	-12	13	4	-2
O=S(=O)(c1ccccc1)N1CCN(CC(O)COc2ccc3c(c2)CCC3)CC1 (stereo not drawn)	-3	-9	0	5	0	8	-4	0	-1
O=P(COc1ccccc1)(c1ccccc1)c1ccccc1	-8	8	-4	-9	-2	5	-3	-5	-8
Cc1cccc(NCc2ccccc2)c1	-11	1	2	-7	1	-13	5	0	0

Complete entries, looked up by structure. Screens in order: PREPL inhibitor | PAFAH2 FP inh | PAD4 FP inh | EBNA-1 inhibitor | LYPLA1 counter | ZTA DNA inh | PAFAH1B3 FP inh | GSTO1 inh | LYPLA2 inh
Record of O=P(COc1ccccc1)(c1ccccc1)c1ccccc1 : -8 | 8 | -4 | -9 | -2 | 5 | -3 | -5 | -8
Record of CCN(C(=O)CSc1nnc(-c2ccccc2Cl)n1C1CCCC1)C1CCS(=O)(=O)C1 (stereo not drawn) : 8 | 13 | 4 | 5 | 3 | -17 | 2 | -1 | 9

Reprinted at random: 7 compounds from above, in no set order.
SMILES	PREPL inhibitor	PAFAH2 FP inh	PAD4 FP inh	EBNA-1 inhibitor	LYPLA1 counter	ZTA DNA inh	PAFAH1B3 FP inh	GSTO1 inh	LYPLA2 inh
O=C(CSc1nc(Nc2ccccc2)nc(N2CCOCC2)n1)Nc1ccc2c(c1)OCCO2	11	4	-7	-1	-5	-8	12	-2	-4
O=C(CSc1nnc(CNC(=O)c2cccs2)o1)Nc1cccc(C(F)(F)F)c1	-22	4	-2	-3	-6	0	4	4	-15
Cc1cccc(NCc2ccccc2)c1	-11	1	2	-7	1	-13	5	0	0
CCCC(=O)Oc1ccc2c(C)cc(=O)oc2c1	2	6	2	3	3	-4	5	1	7
CCN(C(=O)CSc1nnc(-c2ccccc2Cl)n1C1CCCC1)C1CCS(=O)(=O)C1 (stereo not drawn)	8	13	4	5	3	-17	2	-1	9
O=P(COc1ccccc1)(c1ccccc1)c1ccccc1	-8	8	-4	-9	-2	5	-3	-5	-8
O=S(=O)(c1ccccc1)N1CCN(CC(O)COc2ccc3c(c2)CCC3)CC1 (stereo not drawn)	-3	-9	0	5	0	8	-4	0	-1
